HP1b chromo inh = blocks HP1-beta chromodomain binding to methylated histone tails; AID 540317; P83916; Potency, µM (top dose mostly 114 µM), inactives show at the highest dose activity change, negative = inhibition, usual class: inhibitors; AlphaScreen HP1-beta / biotin-H3K9me3 peptide binding; 0.56% of 390,000 active; further: nearly all actives have a fitted effect of over 70% in size; inactives centre near 23
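Compound inhibition of the preformed complex between 50 nM HP1-beta and 50 nM biotinylated H3K9me3 peptide was read by AlphaScreen. Buffer was PBS pH 7.4 with 0.01% Tween-20. Incubations ran 30 min at room temperature, with 10 ug/mL donor/acceptor beads.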
JMJD2A Tudor inh = JMJD2A Tudor domain (human) inhibition. O75164. AlphaScreen JMJD2A-Tudor / H3K4me3 peptide binding. Potency, µM (titrated, usually from 114 µM), inactives show at the top dose activity change, negative = inhibition, actives largely listed as inhibitors. 4.4% of 390,000 active; further: on the % scale 0 is the no-effect control and ±100 the full control effect; nearly all actives have a fitted effect of over 50% in size
BAZ2B block = blocks human BAZ2B. Q9UIF8. AlphaScreen BAZ2B-H3K14Ac peptide displacement. AID 504333. 4.4% of 360,000 active. Potency, µM (top dose mostly 114 µM), for inactives: at the top dose activity change, negative = inhibition, most hits filed as inhibitors; further: on the % scale 0 is the no-effect control and ±100 the full control effect; nearly all actives have a fitted effect of over 60% in size
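Protein-peptide AlphaScreen: BAZ2B 50 nM, b-H3K14Ac 50 nM, 1x PBS pH 7.4 + 0.01% Tween-20. Preincubation 30 min RT; cpd 30 min RT (top 110 uM); beads 20 min RT, light-protected.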
GLS inh = blocks human kidney-isoform glutaminase activity; 0.21% of 410,000 active; Potency, µM (series often up to 45.5 µM), inactives show at the top dose activity change, negative = inhibition, hits mostly inhibitors; O94925; GLS enzymatic activity, qHTS titration; further: on the % scale 0 is the no-effect control and ±100 the full control effect
Target sequence (O94925 whole entry, looked up, canonical isoform): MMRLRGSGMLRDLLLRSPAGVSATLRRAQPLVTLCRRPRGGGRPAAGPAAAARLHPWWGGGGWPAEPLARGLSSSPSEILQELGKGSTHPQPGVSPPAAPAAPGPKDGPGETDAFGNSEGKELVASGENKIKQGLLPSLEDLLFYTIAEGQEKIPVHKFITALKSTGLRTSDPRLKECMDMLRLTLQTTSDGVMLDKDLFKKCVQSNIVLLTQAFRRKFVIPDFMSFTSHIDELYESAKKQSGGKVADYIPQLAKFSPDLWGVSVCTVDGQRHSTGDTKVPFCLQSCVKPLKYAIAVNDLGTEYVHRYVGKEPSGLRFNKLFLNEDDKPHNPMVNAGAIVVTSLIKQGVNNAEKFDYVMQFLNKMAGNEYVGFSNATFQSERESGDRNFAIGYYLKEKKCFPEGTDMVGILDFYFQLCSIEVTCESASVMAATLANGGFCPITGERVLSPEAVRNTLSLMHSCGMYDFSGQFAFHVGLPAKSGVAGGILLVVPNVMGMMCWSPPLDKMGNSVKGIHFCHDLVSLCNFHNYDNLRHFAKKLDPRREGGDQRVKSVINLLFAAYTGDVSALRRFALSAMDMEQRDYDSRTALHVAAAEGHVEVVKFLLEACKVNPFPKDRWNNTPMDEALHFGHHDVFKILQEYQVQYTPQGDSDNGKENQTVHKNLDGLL
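Coupled fluorescence readout: glutamate oxidase/HRP/Amplex Red detect glutamate formed by hKGA from L-glutamine (1 mM solution added). Buffer 45 mM KH2PO4 pH 8.2, 0.02% Tween-20; reads at t0 and 30 min RT.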
Pin1 inh = human Pin1 inhibition | Q13526 | Pin1 FP peptide displacement, HiFluor488, 10 min | Potency, µM (top dose mostly 115 µM), for inactives: top-dose activity, negative = inhibition, hits mostly inhibitors | 0.009% of 390,000 active | AID 504891; active means well fitted inhibition curve with a large enough effect in the polarisation, with a control signal flat, not every such curve was filed as active; inconclusive means small, poorly fitted or top-dose-only effect, or effect the other way, or a change in a side signal; inactive means no such curve, though single readings can be large or run the other way; the % refers to the polarisation; further: on the % scale 0 is the no-effect control and ±100 the full control effect
G9a block = inhibitors of human histone lysine methyltransferase G9a; G9a H3K9 monomethylation, AlphaScreen, 2 h; Potency, µM (series often up to 102 µM), inactives show at the highest dose activity, negative = inhibition, hits mostly inhibitors; 8.8% of 350,000 active; Q96KQ7; further: on the % scale 0 is the no-effect control and ±100 the full control effect; nearly all actives have a fitted effect of over 75% in size
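Enzyme 20 nM + cpd, 15 min RT; add b-H3K9 pep 500 nM / SAM 20 uM; 2 h RT; anti-H3K9me1 Ab 0.5 ug/mL + SA donor / anti-rabbit acceptor beads 20 ug/mL each, 10 min; AlphaScreen read.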
BLM helicase inh = blocks DNA unwinding by human BLM helicase; recombinant BLM DNA unwinding, fluorescence dequenching; Potency, µM (titrated, usually from 56.1 µM), inactives show at the highest dose activity change, negative = inhibition, usual class: inhibitors; 0.2% of 350,000 active;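 further: plate controls were vehicle for no effect and no enzyme for full effect; nearly all actives have a fitted effect of over 35% in size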
Tb PGK inh = T. brucei PGK inhibition. P07378. PGK/GAPDH coupled, Kinase-Glo luminescence, 60 min. Potency, µM (highest dose often 57.5 µM), without a hit: at the highest dose activity change, negative = inhibition, actives largely listed as inhibitors. 0.043% of 380,000 active; further: on the % scale 0 is the no-effect control and ±100 the full control effect; nearly all actives have a fitted effect of over 60% in size
Target sequence (P07378 whole entry, looked up): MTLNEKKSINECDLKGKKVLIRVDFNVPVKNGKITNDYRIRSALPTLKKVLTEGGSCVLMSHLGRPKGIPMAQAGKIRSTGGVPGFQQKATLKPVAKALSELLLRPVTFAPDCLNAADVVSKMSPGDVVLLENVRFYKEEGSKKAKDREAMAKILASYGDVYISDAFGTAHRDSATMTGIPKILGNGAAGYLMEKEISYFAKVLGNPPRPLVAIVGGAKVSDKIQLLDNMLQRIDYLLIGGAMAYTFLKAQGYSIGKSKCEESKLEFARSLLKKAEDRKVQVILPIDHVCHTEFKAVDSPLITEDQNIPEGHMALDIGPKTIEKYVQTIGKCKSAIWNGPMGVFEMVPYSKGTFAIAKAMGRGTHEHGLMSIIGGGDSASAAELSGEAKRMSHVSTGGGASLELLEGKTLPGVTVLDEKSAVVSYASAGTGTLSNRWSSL
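Recombinant glycosomal PGK reaction used 1,3-bisphosphoglycerate generated in-well by GAPDH (100nM final) in 100mM TEA pH 7.6, 5mM MgCl2, 0.01% Tween-20. After 60 minutes at room temperature, ATP was read by Kinase-Glo Plus luminescence end-point.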
POLI inh = blocks human DNA polymerase iota activity. 1% of 390,000 active. Potency, µM (doses to about 115 µM), inactives show at the top dose activity, negative = inhibition, actives largely listed as inhibitors. AID 588590. Q9UNA4. Pol iota fluorescent replication assay, 10 min
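Pol iota at 10 nM preincubated 15 min with compounds at room temperature; reaction started with fluorescent substrate, 50 nM final. Fluorescence read kinetically at 0 and 10 min; buffer-only wells as negative control.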
* = called active by the depositor; i = inactive; ? = inconclusive; / = no result given; & = joins results of further samples; [ ] = dose if it differs, or a comment. Unless noted, the call rests on the fitted dose curve; in most records, active means well fitted curve in the direction sought with a large enough effect; inconclusive means small, poorly fitted or top-dose-only effect, or another doubt; inactive means no such curve, though single readings can be large; an effect the other way counts as inactive or inconclusive. Potency means the concentration at half of the fitted maximal effect. These rows are one share of the data; count on the stated rates, not on these rows.

SMILES | HP1b chromo inh | JMJD2A Tudor inh | BAZ2B block | GLS inh | Pin1 inh | G9a block | BLM helicase inh | Tb PGK inh | POLI inh
Cc1nn(Cc2ccc(C(=O)Nc3nc4c(C)cccc4s3)o2)c(C)c1Br | 29% | -20% | 10%[57.1 µM] | 29% | 1% | 20% | -7% | 1% | 8%
Cc1cc(NC(=O)CSc2nc3ccccc3[nH]2)n(-c2ccccc2)n1 | 36% | -17% | -5% | 0% | 5% | / | -2% | -4% | -10%
CCOc1ccc(C(=O)N2CCN(Cc3ccccc3)CC2)cc1 | 22% | -10% | / | 10% | 7% | ? | -2% | / | 11%
Cc1ccc(S(=O)(=O)Nc2ccc(N(C)S(=O)(=O)c3ccc(C)cc3)cc2)cc1 | 12% | -23% | -16% | 4% | -3% | -10% | -12% | i | 46%[activator]
CC(=O)Nc1ccc(C(=O)N/N=C/c2cc(Br)cc(Br)c2O)cc1 | ? | 56µM* | 0% | 37%[activator] | 16% | 4% | -2% | 0% | 110%[activator]
COc1ccccc1CNS(=O)(=O)c1ccc(-n2cnnn2)c(C)c1 | 28% | 2% | -5% | -16% | 2% | 12% | -2% | -10% | 99%[activator]
CCOC(=O)c1c(NC(=O)c2ccn(CC)n2)sc2c1CCC2 | 5% | 14% | 14% | -17% | 11% | -13% | -8% | 0% | 101%[activator]
CC(C)(C)NC(=O)C1N(c2cccnc2)C(=O)C2C(C(=O)Nc3ccccc3F)C3(C)C=CC21O3 (centres undefined) | 30% | -10% | 11% | -4% | -8% | 2%[59 µM] | -4% | 8% | -2%
O=C(NCc1ccccc1)c1ccc(Br)cc1 | 25% | 2% | 6% | 0% | 6% | 6% | -8% | -3% | -9%
O=[N+]([O-])c1ccc(NCCN2CCOCC2)c([N+](=O)[O-])c1 | 7% | -23% | -7% | -1% | 9% | 15%[59 µM] | -7% | -1% | -24%
O=C1c2ccccc2C(=O)c2c1cccc2N1CCN(C/C=C/c2ccccc2)CC1 | ? | ? | / | -3% | -1% | / | / | 6% | 32%[activator]
O=C(COc1ccc([N+](=O)[O-])cc1Cl)NCCN1C(=O)CSC1=O | 25% | -14% | / | 10% | 0% | / | / | -4% | ?
COc1ccc(Cc2nnc(NC(=O)c3cccc(F)c3)s2)cc1OC | 32% | 1% | -2% | -12% | -2% | 11%[12.7 µM] | -8% | -9% | 24%
Cc1cc(Cl)c(OCCCN(C)C)c(Br)c1 | ? | 8.9µM* | -37% | 6% | 1% | 11µM* | -1% | i | 28%
O=S(=O)(NCc1ccccn1)c1cc(OCC(F)(F)F)ccc1OCC(F)(F)F | 46%[activator] | -13% | -3% | 2% | -1% | ? | -3% | -4% | -23%
O=C(N/N=C/C=C\c1ccco1)c1cccs1 | 7% | -23% | 45µM* | -11% | -1% | ? | 18µM* | -4% | 25µM*
CSc1cccc(CNC(=O)C2CCC(=O)N(CC3CCCCC3)C2)c1 (centres undefined) | 7% | -11% | -13% | 12% | -7% | / | -2% | 0% | -4%
Cc1ccc(F)cc1NC(=O)CSc1n[nH]c(N)n1 | 31% | -1% | / | -5% | -4% | / | / | 9% | 55%[activator]
CC(C)/C(=N\NS(=O)(=O)c1ccc(Br)cc1)c1cccs1 | -7% | 50µM* | -23% | 5% | 4% | ? | -6% | 0% | 30%
Nn1c(SCC(=O)NCCCc2ccccc2)nnc1-c1cccnc1 | 45%[activator] | 5% | -2% | 15% | 2% | 50µM* | -1% | -10% | 16%
Clc1ccc(-n2nnnc2-c2ccccc2)cc1Cl | 13% | 33% | 25% | 7% | -7% | ? | 0% | 3% | 11%
CCc1ccc(N2CC(C(=O)OCC(=O)N(CC)c3c(N)n(Cc4ccccc4)c(=O)[nH]c3=O)CC2=O)cc1 (centres undefined) | 34%[activator] | 3% | / | -6% | 1% | / | / | -5% | -12%
COc1ccc(/C=N/NC(=O)Nc2ccc3nsnc3c2)c(OC)c1 | 40%[activator] | -9% | -11% | 4% | 4% | 5% | -1% | 4% | 27%
CN1CCN(c2nc3c(c(=O)n(C)c(=O)n3C)n2Cc2ccccc2)CC1 | 29% | -5% | -1% | -2% | 1% | 13%[0.501 µM] | 1% | 2% | 5%
CCc1ccc(NC(=O)CSc2nc(=O)n(CCCN3CCOCC3)c3c2CCCC3)cc1 | 2% | -17% | 5% | 6% | -2% | -17% | / | -3% | 87%[activator]
Other entries:
SMILES | HP1b chromo inh | JMJD2A Tudor inh | BAZ2B block | GLS inh | Pin1 inh | G9a block | BLM helicase inh | Tb PGK inh | POLI inh
C/C(=N\OCC(=O)NC(C)C)c1cccs1 | 62%[activator] | ? | 1% | -1% | -3% | -9% | -5% | -11% | 5%
COc1cccc(OCCNC(=O)c2ccccc2Sc2ccccc2C#N)c1 | 45% | -6% | 0% | -1% | -4% | ? | -2% | -7% | -11%
Cc1cc(C)c(NC(=S)N(CCCN2CCN(C)CC2)Cc2cccs2)c(C)c1 | 9% | -25% | ? | 0% | 7% | 20%[59 µM] | -2% | 2% | 44%[activator]
CC1(C)CC2CC(C)(CN2S(=O)(=O)c2cccc(C(=O)O)c2)C1 (centres undefined) | 43%[activator] | 0% | 1% | 2% | 6% | 14%[2.33 µM] | / | -7% | -10%
COc1ccc(NC(=O)CSc2nc3nc(C)cc(C)c3c(=O)[nH]2)cc1 | 8%[57 µM] | -21% | -9% | 23% | 11% | -1%[0.501 µM] | -3% | -1% | 14%
O=C1C(c2ccc(F)cc2)N(Cc2ccc3c(c2)OCO3)C(=O)CN1C1CCCCCC1 (centres undefined) | 12% | -10% | 4% | 11% | -2% | 18%[12.7 µM] | -6% | -6% | 6%
O=C(NC1CCSc2ccccc21)c1cccc(Cl)c1 (centres undefined) | 17% | -8% | ? | -2% | -1% | / | -16% | i | 29%
CC(C)Sc1nc2c(cnn2-c2ccc(Cl)cc2)c(=O)[nH]1 | 20% | 1% | -4% | 1% | ? | -4% | -4% | -1% | 25%
c1csc(CNc2ncnc3ccc(-c4ccc5c(c4)OCO5)cc23)c1 | 14% | ? | -29%&-29% | 3% | -2% | 2%[12.7 µM] | -6% | -7% | 43%
OCCNc1nc2ccccc2nc1NCCO | 15% | -5% | -8% | 7% | 11% | ? | -6% | 5% | 40%[activator]
CN1c2ccccc2C(=O)NC1c1ccc([N+](=O)[O-])s1 (centres undefined) | 12% | -19% | -4% | 14% | 0% | / | -2% | i | 57%[activator]
CCCn1c(C(O)c2ccc(OC)c(OC)c2)nc2ccccc21 (centres undefined) | 34% | -13% | -24% | 0% | 0% | 7%[0.501 µM] | -4% | -8% | 19%
Cc1cc(NS(=O)(=O)c2ccc(NC(=O)/C=C/c3ccc(Br)cc3)cc2)no1 | 4% | -23% | -22% | 18% | -3% | ? | 1% | i | 14%
O=C1CCCN1c1ccc(CNS(=O)(=O)c2ccc(F)cc2)cc1 | 11% | -19% | -5% | 0% | -2% | -2%[59 µM] | -2% | -4% | 2%
CC(=O)c1cccc(NC(=O)CSc2nnc3ccc(-c4ccc(C)cc4)nn23)c1 | 40%[activator] | -10% | -11% | -9% | 25% | -5%[59 µM] | -4% | 2% | 19%
O=C(COc1ccc(C(=S)N2CCC(Cc3ccccc3)CC2)cc1)N1CCOCC1 | 2% | ? | ? | 4% | -1% | ? | -7% | 0% | 3%
CCCOc1ccccc1C1NC(=O)NC(C)=C1C(=O)OCCOCC (centres undefined) | 20% | -8% | / | 3% | -11% | -7%[59 µM] | -2% | -10% | 6%
COc1cc([N+](=O)[O-])cc2cc(C(=O)N3CCCC3)c(=O)oc12 | 42%[activator] | -13% | -27% | 5% | -2% | ? | -7% | -5% | 33%[activator]
Cc1cc(C(=S)N2CCOCC2)c(C)n1-c1ccc(Cl)cc1 | 45µM* | 28µM* | 50µM* | 3% | -1% | 3.2µM* | -13% | -7% | 4%
COc1cc(CNc2nnnn2C)ccc1OCc1ccc(F)cc1Cl | 25% | -20% | 12% | 0% | -3% | -4% | -13% | i | 14%
COc1ccc2cc(C(=O)C3CCCN(Cc4ccccn4)C3)ccc2c1 (centres undefined) | 23% | ? | -32% | 1% | -7% | -21% | -4% | -7% | 18%
CCOc1cccc(/C=N/N2CCN(c3ccc(Cl)cc3)CC2)c1O | 5% | -29% | ? | 8% | 2% | -31% | -10% | -7% | 25%
NC(=O)CN1C(=O)NC2(CCCc3sccc32)C1=O (centres undefined) | 38% | 4% | 2% | 3% | -6% | ? | -7% | 1% | 59%[activator]
COc1cc(NC(=O)CN(C)S(=O)(=O)c2ccc3c(c2)CCCC(=O)N3)cc(OC)c1OC | 27% | -9% | 5%[57.1 µM] | 3% | -2% | -29%[59 µM] | 2% | 5% | 12%
CC(=O)N/C(=N/c1nc(C)cc(C)n1)Nc1ccc(C)cc1C | 30% | 4% | 0% | 64%[activator] | 3% | 24%[2.33 µM] | 4% | 7% | 125%[activator]
CSc1nsc(SCC(=O)N2CCCCC2)n1 | 43%[activator] | 1% | -16% | -4% | 1% | 5%[59 µM] | -6% | -6% | 94%[activator]
CCOC(=O)c1c(N)sc2c(OCC)c(Br)ccc12 | 53%[activator] | 6% | 16% | 3% | ? | 13%[59 µM] | -12% | / | 25%

Ordered by the number under BLM helicase inh (high to low): five from the list above
SMILES | HP1b chromo inh | JMJD2A Tudor inh | BAZ2B block | GLS inh | Pin1 inh | G9a block | BLM helicase inh | Tb PGK inh | POLI inh
Clc1ccc(-n2nnnc2-c2ccccc2)cc1Cl | 13% | 33% | 25% | 7% | -7% | ? | 0% | 3% | 11%
COc1ccc(/C=N/NC(=O)Nc2ccc3nsnc3c2)c(OC)c1 | 40%[activator] | -9% | -11% | 4% | 4% | 5% | -1% | 4% | 27%
CCCOc1ccccc1C1NC(=O)NC(C)=C1C(=O)OCCOCC (centres undefined) | 20% | -8% | / | 3% | -11% | -7%[59 µM] | -2% | -10% | 6%
COc1cc([N+](=O)[O-])cc2cc(C(=O)N3CCCC3)c(=O)oc12 | 42%[activator] | -13% | -27% | 5% | -2% | ? | -7% | -5% | 33%[activator]
Cc1ccc(S(=O)(=O)Nc2ccc(N(C)S(=O)(=O)c3ccc(C)cc3)cc2)cc1 | 12% | -23% | -16% | 4% | -3% | -10% | -12% | i | 46%[activator]
